TNF death inh = TNF-alpha cell death inhibition in Jurkat FADD-/- cells; Jurkat FADD-/- TNF necroptosis rescue, ATP luminescence, 24 h; 0 = TNF only, 100 = no-TNF cells; activation (protection from cell death), % at 10 µM; 220,000 tested, 0.068% active; AID 463075;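 active means activation, meaning protection from cell death, of at least 50% relative to plate controls; inactive means activation below 50%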;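 further: necroptosis triggered by 40 ng/mL TNF-alpha added together with compound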
Runt-SMMHC FRET = blocks binding of human RUNX1 Runt domain to CBFb-SMMHC; inhibition, % at 20 µM; Q01196+Q13951; 220,000 tested, 0.74% active; Cerulean-Runt/Venus-CBFb-SMMHC FRET ratio 530/480, 1 h;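 active means mean inhibition across duplicate retests at 20 µM reaching about 50%, limit read from the data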;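 further: 0% = DMSO wells and 100% = wells with excess untagged CBFb-SMMHC; inhibitors lower the FRET ratio by blocking Runt binding to CBFb-SMMHC; some results filed as inactive read as strong as hits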
Runt-CBFb FRET = inhibitors of human RUNX1 Runt domain binding to CBFb | Cerulean-Runt/Venus-CBFb FRET ratio 530/480, 1 h | Q01196+Q13951 | 220,000 tested, 0.46% active | inhibition, % at 20 µM;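 active means inhibition over about 50% at 20 µM in the single-dose screen, limit read from the data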;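 further: 0% = DMSO wells and 100% = excess unlabeled CBFb competitor control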
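Schedule: protein complex preformed 1 h, compound exposure 1 h, room temperature, dark; test system: Cerulean-labeled Runt domain protein; amount: 100 nM per protein; buffer or medium: Tris 50 mM pH 7.5, KCl, K2SO4, 0.01% BSA; read-out: loss of energy transfer signal; detection: FRET fluorescence; controls: 5 µM unlabeled CBFb as full-inhibition high control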
RBBP9 inh = human RBBP9 hydrolase inhibition. O75884. inhibition, % at 7.94 µM. recombinant RBBP9, FP-Rh probe fluorescence polarization. 220,000 tested, 0.2% active. AID 1515;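 active means inhibition above the campaign mean of all tested compounds plus 3 SD, cut at about 14% in these data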;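 further: plate controls were DMSO wells with RBBP9 for no effect and wells lacking RBBP9 protein for full effect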
Target sequence (O75884 whole entry, looked up): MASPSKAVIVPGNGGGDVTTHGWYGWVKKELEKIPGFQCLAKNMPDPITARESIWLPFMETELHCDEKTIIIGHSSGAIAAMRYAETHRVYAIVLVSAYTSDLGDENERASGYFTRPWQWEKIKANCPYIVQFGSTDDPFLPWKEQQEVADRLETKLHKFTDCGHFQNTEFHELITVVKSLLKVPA
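System: RBBP9 protein | Quantity: 2.5 µM RBBP9 dispensing solution, before mixing | Reagent: FP-Rh probe, 375 nM dispensing solution | Timing: Enzyme-compound preincubation 30 min, then probe labeling 45 min, 25 °C | Measured by: Fluorescence polarization | Read-out: % inhibition | Replication: One well per compound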
EP2 mod = EP2 receptor (human) modulation | EP2-expressing cells, cAMP HTRF FRET, PGE2 co-stimulation | induction, % at 25 µM | 260,000 tested, 0.83% active;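 active means compounds whose cAMP rise, as percent of the full-agonist control response, exceeds 60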;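 further: rat C6 glioma line stably carrying human EP2 under a CMV promoter; the protocol text gives 20 µM as final concentration; 100% = response of wells given 1 µM PGE2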
Target sequence (P43116 whole entry, looked up): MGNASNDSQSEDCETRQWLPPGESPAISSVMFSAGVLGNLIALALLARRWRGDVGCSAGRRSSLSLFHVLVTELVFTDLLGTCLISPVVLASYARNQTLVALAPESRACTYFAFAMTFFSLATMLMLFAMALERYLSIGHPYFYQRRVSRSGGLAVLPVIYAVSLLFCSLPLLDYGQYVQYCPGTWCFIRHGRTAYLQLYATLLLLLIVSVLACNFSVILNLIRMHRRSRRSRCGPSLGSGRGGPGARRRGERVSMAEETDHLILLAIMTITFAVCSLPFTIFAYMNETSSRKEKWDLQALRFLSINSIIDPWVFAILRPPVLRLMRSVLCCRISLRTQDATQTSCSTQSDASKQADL
PERK inhibitor = blocks human PERK kinase. Q9NZJ5. AID 1416. inhibition, % at 5.6 µM. CHO PERK-DD fusion, SEAP luminescence translation reporter. 220,000 tested, 0.17% active;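 active means inhibition above the mean inhibition of all tested compounds plus 3 SD, set separately per screening campaign, cut at about 2.9% in these data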;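 further: PERK kinase domain activated by AP20187 dimerizer at 100 nM; 0% = DMSO with dimerizer and 100% = rapamycin at 8.4 µM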
Hck-Nef inh = human Hck-Nef kinase inhibition; P08631; Recombinant Hck-YEEI plus Nef, Z-Lyte FRET kinase assay; inhibition, % at 20 µM; 220,000 tested, 0.68% active;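 active means Hck-Nef kinase inhibition above about 50%, limit read from the data; inactive means inhibition below that limit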;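 further: 0% = DMSO with Hck plus Nef and 100% = Hck alone without Nef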
Target sequence (P08631 whole entry, looked up): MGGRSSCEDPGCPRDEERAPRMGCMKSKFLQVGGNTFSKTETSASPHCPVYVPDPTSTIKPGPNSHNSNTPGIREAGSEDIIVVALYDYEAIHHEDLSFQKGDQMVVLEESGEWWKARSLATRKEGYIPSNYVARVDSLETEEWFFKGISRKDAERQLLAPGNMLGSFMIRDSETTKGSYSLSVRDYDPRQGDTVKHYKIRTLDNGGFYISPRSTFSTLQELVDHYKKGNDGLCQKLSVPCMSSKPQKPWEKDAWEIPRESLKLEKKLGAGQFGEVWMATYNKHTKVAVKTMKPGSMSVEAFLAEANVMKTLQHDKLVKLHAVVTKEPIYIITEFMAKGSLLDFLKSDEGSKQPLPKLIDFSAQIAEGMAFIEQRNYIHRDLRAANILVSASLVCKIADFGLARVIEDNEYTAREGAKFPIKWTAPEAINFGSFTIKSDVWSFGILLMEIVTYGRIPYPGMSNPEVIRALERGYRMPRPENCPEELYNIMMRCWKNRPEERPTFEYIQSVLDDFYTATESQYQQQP
L929 necroptosis = blocks zVAD induced death of L929 cells | L929 zVAD necroptosis rescue, ATP luminescence, 24 h; with zVAD 60 µM | viability rescue, % at 10 µM | 220,000 tested, 0.38% active | AID 1377;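 active means activation, scaled between plate controls, above about 75%, limit read from the data; inactive means activation under that limit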;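 further: 0% = zVAD with DMSO and 100% = DMSO alone without zVAD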
EP2 antag = blocks the human prostaglandin E2 receptor EP2; P43116; C6 glioma cells expressing human EP2, cAMP TR-FRET; cells stimulated with saturating PGE2; inhibition, % at 25 µM; 260,000 tested, 0.52% active; AID 1422;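 active means percent inhibition above 40 after rounding to a whole number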;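 further: rat C6 glioma host cells with rolipram phosphodiesterase inhibitor present; the protocol text gives 20 µM as final concentration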
An asterisk follows results filed as active; x = not tested or not shown.

Start of the data: the first five compounds, ahead of the listing:
compound	TNF death inh	Runt-SMMHC FRET	Runt-CBFb FRET	RBBP9 inh	EP2 mod	PERK inhibitor	Hck-Nef inh	L929 necroptosis	EP2 antag
CCN(CCN(C)C)C(=O)Cn1ncc2c1-c1cc(C)ccc1OC2	1.4	-9.8	1.5	-6.5	7.3	0.4	0.1	-0.3	6.2
O=C(NCc1cccs1)c1cc(-c2ccncc2)nc2ccc(Br)cc12	-0.7	-1.1	-4.1	-14.8	6.1	1.0	-0.3	1.1	12.2
COc1cc(NC(=O)C2CCC(CNc3c(N4CCCCC4)c(=O)c3=O)CC2)cc(OC)c1 (stereo not drawn)	0.3	-2.0	-0.7	2.8	7.2	0.9	0.6	6.7	5.5
CSc1nc2ccc(NC(=O)C3CC(=O)N(Cc4ccccc4)C3)cc2s1 (stereo not drawn)	-1.4	-1.3	-0.2	-9.8	-40.2	-0.7	0.1	1.3	27.4
CC(C)CCn1c(CN2CCN(C(=O)c3ccco3)CC2)nc2c1c(=O)n(C)c(=O)n2C	-2.4	0.3	-0.4	-7.5	9.2	0.0	5.4	0.4	8.1

The list itself, from the first entry:
compound	TNF death inh	Runt-SMMHC FRET	Runt-CBFb FRET	RBBP9 inh	EP2 mod	PERK inhibitor	Hck-Nef inh	L929 necroptosis	EP2 antag
CCN(CCN(C)C)C(=O)Cn1ncc2c1-c1cc(C)ccc1OC2	1.4	-9.8	1.5	-6.5	7.3	0.4	0.1	-0.3	6.2
O=C(NCc1cccs1)c1cc(-c2ccncc2)nc2ccc(Br)cc12	-0.7	-1.1	-4.1	-14.8	6.1	1.0	-0.3	1.1	12.2
COc1cc(NC(=O)C2CCC(CNc3c(N4CCCCC4)c(=O)c3=O)CC2)cc(OC)c1 (stereo not drawn)	0.3	-2.0	-0.7	2.8	7.2	0.9	0.6	6.7	5.5
CSc1nc2ccc(NC(=O)C3CC(=O)N(Cc4ccccc4)C3)cc2s1 (stereo not drawn)	-1.4	-1.3	-0.2	-9.8	-40.2	-0.7	0.1	1.3	27.4
CC(C)CCn1c(CN2CCN(C(=O)c3ccco3)CC2)nc2c1c(=O)n(C)c(=O)n2C	-2.4	0.3	-0.4	-7.5	9.2	0.0	5.4	0.4	8.1
NC(=O)C(c1ccc(Cl)cc1)c1ncc(C(F)(F)F)cc1Cl (stereo not drawn)	23.0	0.6	-0.7	-8.0	24.7	-0.6	-1.1	0.1	6.6
COc1cc(C[C@H](C)[C@H](C)Cc2ccc3c(c2)OCO3)ccc1O	0.1	2.5	6.0	x	28.6	x	26.7	0.5	9.3
Cc1cccc(N=c2oc3cc(O)ccc3cc2C(N)=O)c1	-4.1	79.3*	10.4	-7.4	-1.9	-0.1	152.8*	83.4*	14.1
COc1cc(/C=C/C(=O)c2cccc([N+](=O)[O-])c2)cc(OC)c1OC	-22.3	-3.5	-3.8	-7.7	-44.1	-0.2	2.5	0.1	25.9
COc1ccc(/C=C\C(=O)NCc2ccc3c(c2)cc(C)n3C)cc1OC	2.7	-32.7	-7.0	-1.7	-55.6	0.7	-8.7	x	16.2
O=C(Nc1sc2c(c1C(=O)NCC1CCCO1)CCCC2)c1cccs1 (stereo not drawn)	-1.6	5.0	-2.8	1.4	49.1	-0.5	1.7	0.0	4.4
S=c1nc(C2CCCCC2)[nH][nH]1	-2.9	12.5	22.8	-8.5	-5.0	1.5	-0.6	0.1	6.3
Cc1ccc(Nc2cc(-n3nc(C)cc3C)ncn2)c(C)c1	-0.7	2.3	0.3	-3.4	25.1	0.1	-6.5	-0.6	7.5
CCOc1ccc(Nc2nnc(SCc3nc4ccccc4c(=O)[nH]3)s2)cc1	2.0	-5.4	-6.4	-18.2	2.5	-0.3	10.5	-0.3	9.2
CCCCn1nc(NC(=O)c2cccs2)c2cc3ccccc3nc21	-1.6	63.4*	25.6	-9.4	-21.0	-0.5	12.6	7.3	10.5
CC12CCC(C(=O)N3CCC(Cc4ccccc4)CC3)(C(=O)C1=O)C2(C)C (stereo not drawn)	1.2	2.2	-1.9	8.7	-54.2	2.2	4.9	1.6	9.1
COc1ccc(N2C(=O)CCC(C(=O)NCCCN3CCC(C)CC3)C2c2ccc(OC)c(OC)c2)cc1 (stereo not drawn)	0.6	-1.5	2.0	2.6	1.2	1.6	23.7	2.3	11.2
O=C(O)/C(=C/c1ccco1)c1ccccc1	0.0	-2.3	7.5	-3.4	12.7	0.1	-8.4	-0.5	-1.9
COc1ccc(C2C(C(=O)c3cccs3)=C(O)C(=O)N2c2nnc(C)s2)cc1OC (stereo not drawn)	-3.1	-7.1	11.0	-6.4	-33.9	0.7	-0.1	-0.2	7.1
COc1ccc(-n2c(=O)[nH]cc(C(=O)N3CCCc4ccccc43)c2=O)cc1	0.3	0.3	-0.2	-8.6	0.9	0.6	-0.1	-0.3	6.5
CCOCCCNC(=O)c1c[nH]c2ccc(C)cc2c1=O	-4.8	-1.4	-1.1	-11.7	-28.7	-1.2	12.5	0.3	9.4
CC(C)(C)OC(=O)NCCCC(CCCNC(=O)OC(C)(C)C)C(=O)O	0.9	-3.2	2.5	4.9	28.5	1.4	0.8	1.7	8.5
CCCc1nc(N)c(C#N)c(N)c1C#N	-0.5	-1.8	0.3	-5.9	13.2	0.4	1.0	1.7	15.6
Cc1cc(C)n2nc(SCc3nc4ccccc4[nH]3)nc2n1	0.9	-3.2	0.1	-6.9	-5.6	-0.1	22.8	1.3	4.3
CCCCOC(=O)/C(=C/c1cn(C)c2ccccc12)NC(=O)c1ccc(OC)cc1	0.4	6.8	1.7	-1.8	37.1	-0.7	-0.1	2.9	5.5
O=C(O)C1C2CC2CN1C(=O)c1ccc(Cl)cc1 (stereo not drawn)	-0.2	0.2	1.7	-6.6	49.7	1.1	-6.2	0.3	7.1
COc1ccc(C(=O)c2c[nH]cc2-c2ccccc2)cc1	0.8	-1.1	-1.0	-5.5	8.5	1.5	1.7	0.7	9.2
CCCCCCC(=O)Nc1nc(C)c(-c2csc(Nc3cc(OC)ccc3OC)n2)s1	-2.3	-1.8	1.5	0.0	13.7	-0.7	-1.1	48.2	11.6
O=C(CSc1nc2c(c(=O)[nH]1)CN(Cc1ccc(F)cc1)CC2)Nc1ccc(F)cc1	1.3	-3.7	-4.9	-4.5	18.5	0.5	1.7	0.4	10.2
CCN(CC(=O)Nc1cc(Cl)ccc1C)C(=O)C1CCCCC1	0.0	0.0	-0.1	-3.9	11.1	0.1	26.0	1.6	7.0

Complete entries, looked up by structure. Order of values: TNF death inh, Runt-SMMHC FRET, Runt-CBFb FRET, RBBP9 inh, EP2 mod, PERK inhibitor, Hck-Nef inh, L929 necroptosis, EP2 antag
COc1ccc(-n2c(=O)[nH]cc(C(=O)N3CCCc4ccccc43)c2=O)cc1 in the list: 0.3, 0.3, -0.2, -8.6, 0.9, 0.6, -0.1, -0.3, 6.5
O=C(O)/C(=C/c1ccco1)c1ccccc1 in the list: 0.0, -2.3, 7.5, -3.4, 12.7, 0.1, -8.4, -0.5, -1.9

Next part
compound	TNF death inh	Runt-SMMHC FRET	Runt-CBFb FRET	RBBP9 inh	EP2 mod	PERK inhibitor	Hck-Nef inh	L929 necroptosis	EP2 antag
CCOc1cc(CNCCN2CCOCC2)ccc1OCc1ccccc1Cl	5.8	-6.2	3.0	4.7	-9.6	-1.6	11.7	-0.9	10.2
Cc1ccc(NC(=O)CS(=O)(=O)c2c[nH]c3ccccc23)c(C)c1	-0.7	2.2	-0.5	1.0	13.2	1.0	3.4	1.2	14.1
O=C(N/C(=C\c1cccs1)C(=O)N1CCCCCC1)c1ccccc1	-3.8	2.1	0.1	-7.5	-0.8	-0.8	-2.2	-0.5	3.2
Cc1ccc(NC(=O)c2ccc(OC(=S)N3CCOCC3)cc2)cc1	-1.9	3.5	-0.3	-6.7	-15.2	1.0	-0.3	0.2	2.0
O=C(Cn1nc(Cc2cccnc2)c2ccccc2c1=O)N1CCN(c2ccccn2)CC1	-0.6	-0.9	2.1	-5.8	17.3	0.1	4.4	0.2	8.2
Nc1nc2ccccc2n1C(=O)c1ccccc1	1.4	-5.9	-0.5	-0.7	-20.8	1.3	20.6	3.9	9.1
COc1ncccc1-c1nnn(-c2ccc(Cl)c(Cl)c2)n1	-0.9	-5.0	-4.0	0.2	24.0	1.1	5.5	0.5	9.2
O=C(O)CNC(=O)/C(=C\c1cccc([N+](=O)[O-])c1)NC(=O)c1ccco1	1.0	-2.4	5.8	1.5	16.9	1.2	18.6	1.3	7.0
CC12CCC(c3c(CO)nn(-c4ccccc4)c31)C2(C)C (stereo not drawn)	-1.7	3.0	1.6	1.9	9.4	0.2	2.9	-0.4	5.8
Cc1cc(C)nc(-n2nc(C)cc2NC(=O)CN2CCC(C)CC2)n1	-1.1	-9.1	-3.0	-0.1	34.9	-1.7	6.7	-0.6	5.3
CCS(=O)(=O)N1CCN(Cc2ccc([N+](=O)[O-])cc2)CC1	1.1	-5.4	0.9	-3.4	-3.8	-0.2	1.8	0.5	1.8
NC(=O)c1sc2nnc(-c3ccccc3)c(-c3ccccc3)c2c1N	-5.3	-48.9	-9.5	-4.8	6.1	-1.5	16.0	0.0	4.5
COc1ccccc1NC(=O)CN1CCC(C(=O)c2ccc(F)cc2)CC1	-0.2	0.1	-3.1	-4.7	-7.4	-0.8	-1.7	0.0	8.6
CC(NC(=O)NC1CCCCC1)c1ccc2c(c1)OCO2 (stereo not drawn)	1.5	-2.5	0.0	-8.2	-24.8	1.5	7.1	0.6	4.4
COc1ccc2c(=O)c(-c3ccc4c(c3)OCO4)coc2c1	0.8	0.1	-0.3	-5.8	3.9	1.6	-0.7	4.3	-2.8
FC(F)Sc1ccc(NC(=S)NC(c2ccccc2)c2ccccc2)cc1	-3.0	1.0	2.9	-56.3	-49.0	0.4	18.5	-1.4	8.6
Cc1cc(Cl)ccc1OCCCC(=O)NCCN1C(=O)S/C(=C\c2cccnc2)C1=O	0.8	0.6	-4.7	0.3	-10.8	0.0	2.3	0.6	11.0
Cc1cc(/C=N/NC(=O)c2ccncc2)c(C)n1-c1cccc(C(F)(F)F)c1	-3.9	-6.2	-3.4	-2.0	-30.9	-1.9	5.1	0.1	13.9
COc1ccc(Cn2c(=O)cc(N)n(-c3ccccc3C)c2=O)cc1	-10.9	-1.4	-2.2	-5.2	4.5	-0.3	-15.5	0.2	-0.6
CN(C(=O)COC(=O)C1CCN(S(=O)(=O)c2cccs2)CC1)C1CCS(=O)(=O)C1 (stereo not drawn)	-2.0	-1.2	0.7	6.1	29.7	1.1	-0.3	-0.4	6.0
CCC(=O)NS(=O)(=O)c1cccnc1Nc1ccccc1Cl	-0.8	-2.5	0.4	-13.9	1.1	0.5	3.3	0.2	x
CCOC(=O)Cc1csc(/C(=N/O)C(N)=O)n1	-2.0	1.0	2.5	-9.1	9.1	0.1	5.4	0.0	3.7

An excerpt. The share of hits here may be higher or lower than overall.
